Mtb BioA inh – blocks M. tuberculosis BioA enzyme activity. 360,000 compounds, 0.096% hits. AID 602481. inhibition, % at 9.99 µM. purified M. tuberculosis BioA enzyme, plate reader; in the data active = inhibition above about 40%
The depositor's hits bear a star.

SMILES	Mtb BioA inh
COC(=O)[C@H]1[C@H](CO)[C@H]2Cn3c(ccc(-c4ccccc4F)c3=O)[C@@H]1N2Cc1ccccc1	1.8
C[C@H]1CN([C@@H](C)CO)C(=O)c2cccc(NC(=O)Nc3ccc4c(c3)OCO4)c2O[C@@H]1CN(C)Cc1ccc2c(c1)OCO2	0.5
CC=Cc1ccc2n(c1=O)C[C@@H]1[C@@H](CO)[C@H](C(=O)NC3CCC3)[C@H]2N1C(=O)c1ccccn1 (mixture of isomers)	0.9
COc1ccc(-c2cnc3c(c2)C(=O)N([C@@H](C)CO)C[C@H](C)[C@H](CN(C)Cc2ccccc2)O3)cc1	-2.6
C[C@H](CO)N1C[C@H](C)[C@H](CN(C)C(=O)c2ccc(F)cc2)Oc2ncc(C#C[C@@H](C)O)cc2C1=O	1.7
Cc1ccc(-c2cnc3c(c2)C(=O)N([C@H](C)CO)C[C@@H](C)[C@H](CN(C)C(=O)Cc2ccncc2)O3)cc1	-1.7
O=C(C[C@@H]1C=C[C@H](NC(=O)c2ccccc2)[C@@H](CO)O1)NCc1ccc(Oc2ccccc2)cc1	-0.9
C[C@@H]1CN([C@@H](C)CO)C(=O)c2c(c3ccccc3n2C)-c2ccccc2CO[C@H]1CN(C)C(=O)N[C@H](C)c1ccccc1	1.0
COc1ccc(-c2ccc([C@@H]3[C@@H](C#N)N(C(=O)NC4CCCCC4)[C@H]3CO)cc2)cc1	-1.3
CN(C)CC(=O)N[C@@H]1CC[C@@H](CC(=O)NCc2ccccc2F)O[C@@H]1CO	-0.5
O=C(C[C@H]1C[C@H]2c3cc(NC(=O)c4ccc5c(c4)OCO5)ccc3O[C@H]2[C@@H](CO)O1)NCC1CC1	-1.9
O=C(CN1CCOCC1)N1CC[C@@H]2[C@@H](CO)Nc3ccc(-c4ccc(F)cc4)cc3[C@@H]21	13
C[C@@H]1CN([C@@H](C)CO)C(=O)c2cc(NC(=O)Cn3cnnn3)ccc2O[C@@H]1CN(C)Cc1ccc(C(F)(F)F)cc1	0.6
C[C@H]1CN([C@@H](C)CO)C(=O)c2cccc(NS(=O)(=O)c3ccc(Cl)cc3)c2O[C@@H]1CN(C)C(=O)Nc1ccc(F)cc1	0.9
O=C(NCCc1ccccc1)[C@H]1[C@H](CO)[C@H]2Cn3c(cccc3=O)[C@@H]1N2C(=O)C1CC1	-0.7
O=C(C[C@@H]1CC[C@H](NC(=O)CCN2CCCCC2)[C@@H](CO)O1)Nc1ccc(-c2ccccc2)cc1	0.9
C[C@@H]1CN([C@H](C)CO)S(=O)(=O)c2ccc(-c3cccc(C#N)c3)cc2O[C@H]1CN(C)C(=O)c1ccc(F)cc1	0.2
O=C(Nc1ccccc1F)N[C@H]1CC[C@H](CCNC(=O)C2CCC2)O[C@@H]1CO	2.0
COc1ccc(S(=O)(=O)N(C)C[C@@H]2Oc3ccc(NS(=O)(=O)c4cccs4)cc3C(=O)N([C@@H](C)CO)C[C@@H]2C)cc1	0.3
C[C@@H]1CN([C@H](C)CO)C(=O)Cc2cc(NC(=O)Nc3ccc4c(c3)OCO4)ccc2O[C@@H]1CN(C)Cc1ccc(Oc2ccccc2)cc1	-4.0
COc1cccc(NC(=O)N2C[C@@H](O)COC[C@@H]3O[C@@H](CC(=O)N(C)C)CC[C@H]32)c1	20
C[C@H]1CN([C@@H](C)CO)C(=O)c2cc(-c3ccccc3)cnc2O[C@@H]1CN(C)Cc1ccccn1	6.2
OC[C@@H]1[C@H](c2ccc(-c3ccccc3)cc2)[C@@H]2CN(Cc3ccccn3)CCCCN12	-2.8
C[C@H]1CN([C@@H](C)CO)C(=O)c2cc(NS(=O)(=O)c3cn(C)cn3)ccc2O[C@@H]1CN(C)S(=O)(=O)c1ccc(F)cc1	0.2
CCCNC(=O)[C@@H]1[C@@H](CO)[C@@H]2Cn3c(ccc(-c4ccc(C(=O)N(C)C)cc4)c3=O)[C@@H]2N1CCC	-0.1

(next part)
SMILES	Mtb BioA inh
COc1ccc(NC(=O)N[C@@H]2CC[C@@H](CC(=O)NC3CCC3)O[C@H]2CO)cc1	-0.6
C[C@@H]1CN([C@H](C)CO)C(=O)c2ccccc2-c2ccccc2CO[C@H]1CN(C)C(=O)Nc1cccc(C(F)(F)F)c1	-4.3
CC=Cc1ccc2n(c1=O)C[C@H]1N[C@@H]2[C@@H](C(=O)NCCc2ccccc2)[C@@H]1CO (mixture of isomers)	0.3
C[C@@H]1CN([C@H](C)CO)C(=O)c2cccc(NC(=O)c3ccc(-c4nccs4)cc3)c2O[C@@H]1CN(C)S(=O)(=O)c1cccs1	-1.3
C[C@H](CO)N1C[C@H](C)[C@@H](CN(C)C)Oc2ccc(NC(=O)C3CCCCC3)cc2CC1=O	1.1
CNC(=O)C[C@H]1CC[C@@H]2[C@H](COc3ccc(NC(=O)Nc4cc(C)cc(C)c4)cc3C(=O)N2C)O1	1.1
CN1C[C@@H]2[C@H](c3ccccc31)[C@H](CO)N2C(=O)Nc1cccc(F)c1	-2.2
C[C@H](CO)N1C[C@H](C)[C@@H](CN(C)C(=O)C2CC2)Oc2cc(-c3ccc(C#N)cc3)ccc2S1(=O)=O	8.0
C/C=C/c1cnc2c(c1)C(=O)N([C@H](C)CO)C[C@@H](C)[C@@H](CN(C)C(=O)Nc1ccc(OC)cc1)O2	-1.4
C[C@H](CO)N1C[C@H](C)[C@H](CN(C)S(C)(=O)=O)Oc2ccc(NC(=O)Cn3cnnn3)cc2C1=O	0.7
C[C@H]1CN([C@@H](C)CO)C(=O)c2cc(/C=C/c3ccccc3)cnc2O[C@H]1CN(C)C(=O)c1ccncc1	-1.2
C[C@@H]1CN([C@H](C)CO)C(=O)Cc2cc(NC(=O)Nc3ccc4c(c3)OCO4)ccc2O[C@@H]1CN(C)C	-4.5
C[C@H](CO)N1C[C@H](C)[C@@H](CN(C)Cc2ccc(C(F)(F)F)cc2)OCCCC[C@H](C)Oc2ccc(NC(=O)c3ccncc3)cc2C1=O	-0.3
C[C@@H]1CN([C@@H](C)CO)C(=O)c2cc(NC(=O)NC3CCCCC3)ccc2O[C@@H](C)CCCCO[C@H]1CN(C)Cc1ccccc1	1.3
CNC[C@H]1OCCCC[C@@H](C)Oc2ccc(NC(=O)c3ccccc3)cc2C(=O)N([C@H](C)CO)C[C@@H]1C	-0.2
N#C[C@@H]1[C@@H](c2ccc(-c3ccccc3)cc2)[C@@H](CO)N1C(=O)Cc1ccccc1	0.5
CN(C)c1ccc2c(c1)[C@@H]1C[C@@H](CC(=O)NCCc3ccccc3)O[C@@H](CO)[C@@H]1O2	1.2
C[C@@H]1CN([C@H](C)CO)C(=O)c2cc(N(C)C)ccc2O[C@@H](C)CCCCO[C@@H]1CN(C)C(=O)Nc1ccc(F)cc1	0.9
C[C@@H]1CN([C@@H](C)CO)C(=O)Cc2cc(NC(=O)Nc3ccc4c(c3)OCO4)ccc2O[C@H]1CN(C)CC1CCCCC1	-0.3
COC(=O)[C@H]1[C@H](CO)[C@H]2Cn3c(ccc(-c4cccc(C(=O)N(C)C)c4)c3=O)[C@H]2N1CC1CC1	0.2
O=C(C[C@@H]1CC[C@H]2[C@@H](COC[C@@H](O)CN2C(=O)Nc2ccc(C(F)(F)F)cc2)O1)NCC1CCCCC1	2.8
C/C=C/c1ccc2c(c1)O[C@@H](CN(C)C(=O)Nc1ccc(C(F)(F)F)cc1)[C@H](C)CN([C@@H](C)CO)S2(=O)=O	5.6
CO[C@@H](CN(C)C(=O)Nc1ccc(Cl)cc1)[C@@H](C)CN(Cc1ccccc1Cl)[C@@H](C)CO	-1.7
COc1ccc(S(=O)(=O)N[C@H]2CC[C@H](CC(=O)NCc3ccccc3F)O[C@@H]2CO)cc1	4.8
CCCC#Cc1ccc([C@@H]2[C@@H](C#N)N(C(=O)C3CCCCC3)[C@H]2CO)cc1	-2.5

Next records follow:
SMILES	Mtb BioA inh
C[C@H]1CN([C@@H](C)CO)C(=O)c2cc(NS(=O)(=O)c3ccccc3)ccc2O[C@H]1CN(C)Cc1ccc(Cl)c(Cl)c1	-0.2
C[C@H](CO)N1C[C@H](C)[C@@H](CN(C)S(=O)(=O)c2cn(C)cn2)OCCCC[C@H](C)Oc2ccc(NC(=O)c3ccncc3)cc2C1=O	-0.1
CO[C@H]1CN(C)C(=O)c2ccc(NC(=O)C3CCOCC3)cc2OC[C@@H](C)N(C)C[C@@H]1C	-2.0
C[C@H](NC(=O)C[C@H]1C=C[C@H](NS(=O)(=O)c2cccc(F)c2)[C@@H](CO)O1)c1ccccc1	-2.3
Cc1ccc(S(=O)(=O)Nc2ccc3c(c2)CC(=O)N([C@@H](C)CO)C[C@H](C)[C@@H](CN(C)S(=O)(=O)c2ccc(C)cc2)O3)cc1	-0.6
COC(=O)C[C@@H]1CC[C@@H]2[C@@H](COc3ccc(NC(=O)c4ccc(OC)cc4)cc3C(=O)N2C)O1	13
C[C@@H](NC(=O)C[C@H]1CC[C@@H](NC(=O)CN2CCOCC2)[C@@H](CO)O1)c1ccccc1	-3.1
O=C([C@@H]1[C@@H](CO)[C@@H]2Cn3c(cccc3=O)[C@H]1N2Cc1ccccc1)N1CCCCC1	-2.1
O=C(C1CCOCC1)N1C[C@@H]2[C@H](c3ccccc31)[C@@H](CO)N2C(=O)Nc1cccc(F)c1	1.6
C/C=C/c1ccc([C@H]2[C@H](CO)N[C@H]2CN(C(=O)C2CCC2)C(C)C)cc1	3.6
CO[C@@H]1CN(C)C(=O)c2ccc(NC(=O)C3CC3)cc2OC[C@H](C)N(CC2CC2)C[C@H]1C	-1.9
C[C@@H]1CN([C@@H](C)CO)C(=O)c2cccc(NC(=O)Nc3ccc4c(c3)OCO4)c2O[C@@H]1CN(C)Cc1ccncc1	22
COc1ccc(-c2ccc3c(c2)[C@@H]2[C@@H](CCN2C(=O)c2ccncc2)[C@H](CO)N3C)cc1	1.1
C[C@@H]1CN([C@H](C)CO)C(=O)Cc2cc(NS(=O)(=O)c3ccc(F)cc3)ccc2O[C@@H]1CN(C)Cc1ccc(C(=O)O)cc1	0.0
COc1ccccc1NC(=O)N1CCCCN2[C@H](CO)[C@@H](c3ccc(-c4cccc(C)c4)cc3)[C@@H]2C1	1.8
O=C(C[C@@H]1C[C@@H]2c3cc(NC(=O)Nc4ccc(C(F)(F)F)cc4)ccc3O[C@@H]2[C@@H](CO)O1)NCc1ccc(Cl)cc1	-5.2
COc1ccc(NC(=O)Nc2ccc3c(c2)C(=O)N([C@@H](C)CO)C[C@@H](C)[C@H](CN(C)CC2CCCCC2)O3)cc1	1.6
COc1cccc(NC(=O)N2C[C@@H](O)COC[C@H]3O[C@H](CC(=O)NCCCN4CCOCC4)CC[C@@H]32)c1	-1.0
CC(=O)N1CC[C@@H]2[C@H](CO)Nc3ccc(-c4ccccc4)cc3[C@@H]21	4.5
CCCC(=O)Nc1ccc2c(c1)OC[C@@H](C)N(CC1CCOCC1)C[C@@H](C)[C@@H](OC)CN(C)C2=O	0.7
Cc1ccc(S(=O)(=O)N(C)C[C@@H]2OCCCC[C@@H](C)Oc3ccc(NS(=O)(=O)c4ccc(F)cc4)cc3C(=O)N([C@@H](C)CO)C[C@H]2C)cc1	-1.8
Cc1ccccc1-c1ccc([C@H]2[C@H]3CN(CC4CCOCC4)CCCCN3[C@H]2CO)cc1	-3.2
Cc1ccc(S(=O)(=O)Nc2ccc3c(c2)C(=O)N(C)[C@@H]2CC[C@@H](CC(=O)O)O[C@@H]2CO3)cc1	-0.7
CNC(=O)C[C@H]1CC[C@H]2[C@H](COc3ccc(NC(=O)C(C)C)cc3C(=O)N2C)O1	4.2
C[C@@H](NC(=O)C[C@@H]1CC[C@@H](NC(=O)C2CCOCC2)[C@@H](CO)O1)c1ccccc1	-1.3

Following part
SMILES	Mtb BioA inh
CCCNC(=O)[C@H]1N[C@H]2c3ccc(C4=CCCCC4)c(=O)n3C[C@H]2[C@@H]1CO	1.0
C[C@H]1CN([C@@H](C)CO)S(=O)(=O)c2ccc(Br)cc2O[C@@H]1CN(C)S(=O)(=O)c1ccc(F)cc1	-0.5
CNC(=O)C[C@@H]1CC[C@@H]2[C@H](COc3ccc(NC(=O)NCc4ccccc4)cc3C(=O)N2C)O1	-0.5
C[C@@H]1CCCCO[C@@H](CN(C)Cc2ccc(C(F)(F)F)cc2)[C@H](C)CN([C@@H](C)CO)C(=O)c2cc(NC(=O)Nc3ccc(F)cc3)ccc2O1	-1.1
CN1C(=O)c2cc(NC(=O)NC3CCCC3)ccc2OC[C@@H]2O[C@H](CC(=O)O)CC[C@@H]21	-2.4
C[C@@H]1CCCCO[C@@H](CN(C)CC2CCCCC2)[C@@H](C)CN([C@H](C)CO)C(=O)c2cc(NS(=O)(=O)c3ccccc3)ccc2O1	0.3
C[C@@H]1CN([C@@H](C)CO)C(=O)Cc2cc(NC(=O)CCN3CCOCC3)ccc2O[C@@H]1CN(C)S(C)(=O)=O	0.7

High-throughput results: PubChem BioAssay, Broad Institute

This is a subset, so the mix of outcomes need not match the whole.
